# Screening results: PubChem, National Center for Advancing Translational Sciences (NCATS)
# TRHR PAM: qHTS for Small Molecule Agonists and Allosteric Enhancers of Human TRH Receptor: Primary Screen for Enhancers. AID 493056, 2011. hit rate 0.66% among 360,000. enhancement, % at 2 µM. TRHR cells, fluo-8 calcium fluorescence, EC20 TRH enhancement. Thyrotropin-releasing hormone receptor (Homo sapiens), P34981; in the data active means enhancement above about 30%; further: 0% is about no effect
#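 Enhancer read-out: after compound pinning and an initial kinetic agonist-mode read, an EC20 of TRH (10 nM final) was injected and fluo-8 calcium signal (Ex 480/Em 530) followed at 1 s/cycle for 100 cycles in TRHR-expressing cells.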
# D2 agonist: HTS Assay for Allosteric Agonists of the Human D2 Dopamine Receptor: Primary Screen for Agonists | HEK293 T-REx D2 cells, calcium flux agonist mode | activation, % at 2 µM | hit rate 0.53% among 340,000 | AID 485358, 2010;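 active means activation over 3 SD above normal in the single-dose calcium agonist read, cut at about 30% in these data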; further: 0% is about no effect
#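 In this primary screen, compounds producing a positive calcium signal within 180 s of addition to tetracycline-induced, force-coupled HEK293 Trex D2 cells are flagged; cells are dye-loaded with a no-wash calcium kit beforehand.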
# rTrxR1 inhibitor: qHTS Assay for Inhibitors of Mammalian Selenoprotein Thioredoxin Reductase 1 (TrxR1): qHTS; recombinant rTrxR1, NADPH fluorescence consumption, selenite substrate; Potency, µM (top dose mostly 114 µM), for inactives: top-dose activity change, negative = inhibition, most hits filed as inhibitors; AID 588453, 2011; hit rate 1% among 390,000; Thioredoxin reductase 1, cytoplasmic (Rattus norvegicus), O89049; further: potency means the concentration at half of the fitted maximal effect; on the % scale 0 is the no-effect control and ±100 the full control effect; nearly all actives have a fitted effect of over 65% in size
# Target sequence (O89049 whole entry, looked up): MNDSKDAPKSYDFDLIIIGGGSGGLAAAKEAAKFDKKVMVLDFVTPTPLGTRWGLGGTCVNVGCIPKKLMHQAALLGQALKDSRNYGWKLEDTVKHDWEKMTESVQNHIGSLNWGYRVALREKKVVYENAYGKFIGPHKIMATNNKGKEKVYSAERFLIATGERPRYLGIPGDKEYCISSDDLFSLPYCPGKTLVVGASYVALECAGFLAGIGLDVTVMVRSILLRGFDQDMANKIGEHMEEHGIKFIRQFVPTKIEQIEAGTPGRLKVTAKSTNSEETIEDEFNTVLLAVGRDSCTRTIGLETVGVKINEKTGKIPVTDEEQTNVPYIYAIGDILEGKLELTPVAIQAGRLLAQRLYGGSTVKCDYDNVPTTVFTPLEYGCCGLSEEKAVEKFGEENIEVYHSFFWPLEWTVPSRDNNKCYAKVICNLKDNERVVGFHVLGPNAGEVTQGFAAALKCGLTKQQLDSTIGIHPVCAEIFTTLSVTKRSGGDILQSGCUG
#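 Rat TrxR1 (90 nM in the dispensed reagent) was pre-reduced with 400 uM NADPH for 5 min at room temperature, then incubated with compound for 15 min. After 400 uM selenite was added, NADPH fluorescence (Ex 340/Em 450 nm) was followed for 8 min.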
# USP1 inh: Inhibitors of USP1/UAF1: Primary Screen | Potency, µM (highest dose often 57.1 µM), inactives show at the top dose activity change, negative = inhibition, actives largely listed as inhibitors | AID 743255, 2014 | hit rate 0.23% among 390,000 | Ubiquitin carboxyl-terminal hydrolase 1 (Homo sapiens), O94782 | recombinant USP1/UAF1, Ub-Rhodamine cleavage fluorescence; further: potency means the concentration at half of the fitted maximal effect; on the % scale 0 is the no-effect control and ±100 the full control effect; nearly all actives have a fitted effect of over 60% in size; inactives centre near -12
#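 Step one: compound is pinned into 1nM USP1/UAF1 in HEPES pH 7.8 buffer with TCEP. Step two: 15 min room-temperature incubation. Step three: Ub-Rho (150nM final) starts cleavage, tracked by fluorescence over six one-minute reads.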
# TRHR agonist: qHTS for Small Molecule Agonists and Allosteric Enhancers of Human TRH Receptor: Primary Screen for Agonists | activation, % at 2 µM | TRHR cells, calcium flux fluo-8, FDSS agonist mode | Thyrotropin-releasing hormone receptor (Homo sapiens), P34981 | hit rate 0.18% among 360,000 | AID 493084, 2011; in the data active means activation above about 30%; further: 0% is about no effect
#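 Steps: seed TRHR cells overnight; add fluo-8 no-wash Ca dye, RT 30 min–1.5 h; record 10 s baseline; pin-transfer compounds; monitor fluorescence 1 cycle/s for the agonist window. Calcium increases flag candidate agonists.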
# Pin1 inh: qHTS Assay to Find Inhibitors of Pin1; hit rate 0.009% among 390,000; AID 504891, 2011; Potency, µM (top dose mostly 115 µM), inactives show at the highest dose activity, negative = inhibition, hits mostly inhibitors; Pin1 FP peptide displacement, HiFluor488, 10 min; active means well fitted inhibition curve with a large enough effect in the polarisation, with a control signal flat, not every such curve was filed as active; inconclusive means small, poorly fitted or top-dose-only effect, or effect the other way, or a change in a side signal; inactive means no such curve, though single readings can be large or run the other way; the % refers to the polarisation; further: potency means the concentration at half of the fitted maximal effect; on the % scale 0 is the no-effect control and ±100 the full control effect
# Target sequence (Q13526 whole entry, looked up): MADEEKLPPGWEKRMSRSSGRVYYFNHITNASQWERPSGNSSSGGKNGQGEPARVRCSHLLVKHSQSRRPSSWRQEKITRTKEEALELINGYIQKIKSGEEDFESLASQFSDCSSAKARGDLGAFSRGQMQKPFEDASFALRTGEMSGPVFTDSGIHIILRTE
# D2 antag: HTS Assay for Allosteric Antagonists of the Human D2 Dopamine Receptor: Primary Screen for Antagonists; hit rate 2% among 340,000; inhibition, % at 10 µM; D(2) dopamine receptor (Homo sapiens), P14416; HEK293 TREx D2 cells, calcium flux, dopamine EC80; in the data active means inhibition above about 30%; further: 0% is about no effect
#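 Overnight-induced (tetracycline, 30 C) HEK293 T-REx cells carrying force-coupled D2 receive a no-wash calcium dye, then compound, then EC80 dopamine at 180 s; signals are read kinetically throughout.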
# IDH1 R132H inh: qHTS for Inhibitors of mutant isocitrate dehydrogenase 1 (IDH1): qHTS; IDH1-R132H enzyme, NADPH consumption, diaphorase/resazurin fluorescence; Potency, µM (highest dose often 76.6 µM), for inactives: top-dose activity change, negative = inhibition, most hits filed as inhibitors; hit rate 0.093% among 390,000; AID 602179, 2012; further: potency means the concentration at half of the fitted maximal effect; on the % scale 0 is the no-effect control and ±100 the full control effect; nearly all actives have a fitted effect of over 65% in size
# Target sequence (O75874 whole entry R132H, stated change not applied): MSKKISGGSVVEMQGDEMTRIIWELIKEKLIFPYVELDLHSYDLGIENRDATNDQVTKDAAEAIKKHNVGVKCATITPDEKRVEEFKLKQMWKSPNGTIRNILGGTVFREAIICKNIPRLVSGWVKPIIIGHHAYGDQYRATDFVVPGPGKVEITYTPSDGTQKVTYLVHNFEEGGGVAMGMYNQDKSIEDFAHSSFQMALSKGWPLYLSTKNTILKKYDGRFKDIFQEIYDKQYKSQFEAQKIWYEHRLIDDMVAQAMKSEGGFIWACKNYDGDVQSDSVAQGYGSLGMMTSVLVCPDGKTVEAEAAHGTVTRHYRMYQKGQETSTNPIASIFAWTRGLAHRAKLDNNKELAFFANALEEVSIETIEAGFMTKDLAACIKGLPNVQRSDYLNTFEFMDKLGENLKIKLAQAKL
#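 IDH1-R132H (0.5 ug/mL) preincubated 30 min with compound, then NADPH (0.016 mM) and alpha-KG (2 mM) added; 80 min at RT, pH 7.5. Remaining NADPH coupled via diaphorase/resazurin to fluorescence (540/590 nm); concentration-response curves normalized to no-enzyme control.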
# TrxR1 substrate: qHTS Assay for Substrates of Mammalian Selenoprotein Thioredoxin Reductase 1 (TrxR1): qHTS. Thioredoxin reductase 1, cytoplasmic (Rattus norvegicus), O89049. purified TrxR1 substrate turnover, NADPH consumption readout. Potency, µM (doses to about 114 µM), for inactives: at the highest dose activity change, negative = substrate turnover. hit rate 0.01% among 390,000; further: potency means the concentration at half of the fitted maximal effect; on the % scale 0 is the no-effect control and ±100 the full control effect; nearly all actives have a fitted effect of over 50% in size
#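 Rat TrxR1, dispensed at 90 nM, was prereduced with 400 uM NADPH (final) for 5 min at ~22 deg C, then incubated with compound 15 min before 400 uM selenite. A first-read NADPH fluorescence drop versus no-compound background flagged substrates.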
# * = called active by the depositor; ? = inconclusive; . = no result given; & = joins results of further samples; [ ] = another dose, or the depositor's remark. Unless noted, the call rests on the fitted dose curve; in most records, active means well fitted inhibition curve with a large enough effect; inconclusive means small, poorly fitted or top-dose-only effect; inactive means no such curve, though single readings can be large or run the other way. Some of the compounds tested; the hit share may differ from the screen's.
# Below each compound: TrxR1 substrate	Pin1 inh	D2 agonist	TRHR PAM	rTrxR1 inhibitor	USP1 inh	IDH1 R132H inh	TRHR agonist	D2 antag
- O=C(CNS(=O)(=O)c1ccccc1)OCC(=O)c1ccc([N+](=O)[O-])cc1
    7%	3%	-0.4	2	16%	0%	7%	0.1	-6
- COc1ccc(CC(=O)NNC(=O)CSc2nnc(C)n2-c2ccccc2)cc1
    9%	0%	0.2	10	19%	-23%	17%	1.4	15
- COc1ccc2c(c1)CCC/C2=N\Nc1nc(C(=O)NN)cs1
    -1%[57.1 µM]	20%	-0.1	-1	6%[57.1 µM]	-7%	11%	0.0	-20
- Cc1ccc2c(c1)-c1c(cnn1CC(=O)N1CCN(c3cc(C)ccc3C)CC1)CO2
    1%	1%	0.2	-3	16%	-7%	4%	0.2	.
- CC(=O)c1c(C)[nH]c(C(=O)OCC(=O)Nc2ncc(Cl)c(C)c2Cl)c1C
    0%	-10%	-1.0	-1	-5%	-23%	0%	0.1	11
- CCN(C(=O)c1ccnn1C)c1ccccc1
    0%	-4%	0.5	-2	11%	-9%	11%	0.2	6
- Cc1ccc2oc(=O)cc(CN3CCN(C/C=C/c4ccccc4)CC3)c2c1
    9%[57.1 µM]	3%	-0.7	-3	18%	-15%	5%	-0.3	58*
- CCCC(=O)Nc1ccc(NC(=O)c2ccco2)cn1
    -1%	-6%	0.0	-8	-11%	-13%	3%	-0.2	8
- O=C(NCCc1ccccc1)N1c2ccccc2Sc2ccccc21
    -12%	?	-0.7	-5	-16%	-20%	8%	0.6	-5
- Cn1cc([C@@H]2C[C@H]3CN(C4CCCC4)C(=O)[C@]34CCCN24)c(-c2ccccc2)n1
    -1%	7%	-6.0	15	12%	-8%	0%	-5.5	-7
- Cc1cccc(NC(=O)CSCC(=O)N2CCN(C(=O)c3ccco3)CC2)c1
    -7%	-4%	-0.9	-1	-19%	-14%	7%	-1.4	-6
- Cc1ccc(NC(=S)NC2CCCC2)cc1
    6%	-7%	-1.1	12	5%	-10%	13%	0.4	0
- Cc1ccc(OCc2nc(-c3ccccn3)n[nH]2)cc1
    -9%[57.1 µM]	1%	-0.1	-1	0%[57.1 µM]	-8%	5%	0.1	7
- COc1ccc(Cl)cc1C(=O)OCC(=O)NCCNC(=O)COC(=O)c1cc(Cl)ccc1OC
    5%	-2%	1.0	-3	22%	-25%	-4%	-0.5	-7
- COc1ccc(-c2cn3c(n2)sc2cc(C(=O)Nc4cc(OC)cc(OC)c4)ccc23)cc1
    -3%	3%	1.1	12	-6%	4%	-15%	-0.9	.
- CCc1ccc2[nH]c(C(=O)Nc3ccc4c(c3)OCO4)cc2c1
    18%	7%	-0.1	-3	26%	-12%	10%	0.0	10
- COC(=O)c1ccc(COC(=O)CNC(=O)C2CCCCC2)cc1
    6%[57.1 µM]	-1%	.	.	-5%[2.29 µM]	-12%	5%	.	.
- CC1(c2nnc(-c3cccc(Cl)c3)o2)CC(c2cccc([N+](=O)[O-])c2)=NO1 (centres undefined)
    -1%	3%	.	4	16%	-2%	7%	-0.1	.
- CCc1ccc(OCC(=O)Nc2ccc3oc(-c4ccc(OC)cc4)nc3c2)cc1
    27%	-4%	.	8	22%	11%	-2%	-1.4	.
- CC(c1ccon1)N(C)C(=O)c1ccc(OC2CCN(C(=O)C3CC3)CC2)cc1 (centres undefined)
    -3%	3%	0.2	12	-6%[57.1 µM]	9%	-5%	-1.8	-1
- NC(=S)NN=C1CCC(C2CCCCC2)CC1 (centres undefined)
    2%[11.4 µM]	-1%	.	.	5%[11.4 µM]	-18%	7%	.	.
- CC1CCCN(CCCNC(=O)CN2C(=O)COc3ccc(S(=O)(=O)N4CCOCC4)cc32)C1 (centres undefined)
    0%	2%	-0.2	-4	13%	-13%	0%	0.5	-13
- CSc1nnc(NC(=O)CCc2ccccc2)s1
    -7%	-1%	0.3	2	22%	-10%	9%	-0.6	1
- CCOc1cc(/C=C2/SC(=S)N(CC(=O)O)C2=O)ccc1OC(=O)c1cccs1
    13%[57.1 µM]	?	1.8	12	24%[57.1 µM]	-15%	15%	-0.4	-7
- COc1cc(/C=C(/C(=O)O)c2ccc(-c3ccccc3)cc2)cc(OC)c1OC
    8%	1%	-1.3	1	3%	-22%	-12%	-0.1	-17
- O=S(=O)(Cc1ccc(Cl)cc1)c1ncc(CO)n1Cc1ccccc1
    -3%	-2%	-0.4	-4	11%	-12%	0%	0.4	13
- CCC(SC1=Nc2ccccc2C2=NC(CC(C)C)C(=O)N12)C(=O)Nc1ccc2c(c1)OCO2 (centres undefined)
    6%[57.1 µM]	2%	0.6	-2	7%[57.1 µM]	-8%	4%	-0.7	-8
- Cc1ccc2nc(-c3ccccc3)cc(C(=O)N3CCN(c4ccccc4O)CC3)c2c1
    -4%	-1%	0.6	-8	-2%	-20%	3%	0.0	-29
- CC(C)=CCc1c2c(c3occ(-c4ccc(O)c(O)c4)c(=O)c3c1O)C=CC(C)(C)O2
    -6%	?	.	.	-14%	-21%	52µM*	.	.
- CC(C)[C@H](NC(=O)C1CCN(S(=O)(=O)c2ccc(F)cc2)CC1)C(=O)NCc1ccncc1
    2%	-4%	1.3	14	17%	-28%	-7%	0.4	-5
- COc1cccc(-c2cc(C(=O)NCc3ccco3)c3ccccc3n2)c1
    4%	0%	0.7	-8	?	-9%	-14%	-0.8	-3
- COc1ccc(-n2c(SCC(=O)NCCC(C)C)nc3ccsc3c2=O)cc1
    1%[57.1 µM]	23%	3.4	-11	2%[57.1 µM]	-15%	0%	-0.4	-20
- CSCCC(NC(=O)/C(=C\c1ccc(Cl)cc1)NC(=O)c1ccccc1)C(=O)O (centres undefined)
    1%[57.1 µM]	-3%	-1.4	4	7%[57.1 µM]	-16%	3%	-0.5	-20
- O=C(NC1CCCCC1)C(c1ccc(F)cc1)N(Cc1ccco1)C(=O)c1csnn1 (centres undefined)
    -6%[57.1 µM]	-13%	0.9	12	-10%[57.1 µM]	?	-2%	0.9	-4
- CCC(=O)N1CCc2cc(Br)cc(S(=O)(=O)NCCc3ccccc3Cl)c21
    -1%	53%[activator]	0.4	-2	16%	-28%	-8%	0.0	.
- O=S(=O)(c1ccc(Cl)cc1)c1nnn2c1nc(N1CCCCC1)c1sccc12
    7%	3%	0.3	-6	19%	?	54%[activator]	0.7	.
- O=C(Cn1ncc2c3ccccc3n(Cc3ccccc3F)c2c1=O)NCCc1ccc(Cl)cc1
    2%	2%	-0.6	0	-6%	-16%	-26%	0.8	.
- COc1cc(CC(C#N)(CO)c2nc3ccccc3[nH]2)ccc1OC(F)F (centres undefined)
    10%[57.1 µM]	?	-0.4	-2	1%[57.1 µM]	-17%	5%	-0.2	-13
- Cc1sc(NC(=O)CN(CCc2ccccc2)C(=O)C2CC2)c(C(N)=O)c1C
    -8%	-1%	-0.3	5	1%	-14%	-1%	-1.9	-6
- COCCN(CCOC)C(=O)c1ccc(NS(=O)(=O)c2ccc3c(c2)OCCO3)cc1
    -7%	-3%	1.6	-6	-11%	2%	1%	0.3	17
- CC1(c2nnc(-c3ccncc3)o2)CC(c2ccc(F)cc2)=NO1 (centres undefined)
    16%[57.1 µM]	3%	-0.1	-2	14%[57.1 µM]	23%	-10%	-0.1	16
- Cc1cccc2sc(N(CCCN(C)C)C(=O)COc3ccccc3)nc12
    -5%	-8%	5.2	27	7%	-4%	.	3.3	.
- CCOC(=O)C1CCN(S(=O)(=O)c2ccc3c(c2)NC(=O)CS3)CC1
    3%	-3%	2.0	0	20%	-13%	1%	0.0	-19
- Cc1ccc(NC(=O)C2CC(=O)n3ncnc3N2)cc1C (centres undefined)
    4%	3%	-0.2	-4	15%[57.1 µM]	-16%	-3%	-0.5	22
- CCOc1ccc(Nc2nc(Cc3nnc(SCC(N)=O)o3)cs2)cc1
    2%[57.1 µM]	?	2.7	-9	-4%[57.1 µM]	-4%	-2%	0.3	-11
- COc1ccc(NC(=O)C2CCC(CNc3c(N4CCC(C)CC4)c(=O)c3=O)CC2)cc1OC (centres undefined)
    -2%&1%	-2%&9%	0.7	-3	12%&19%	3%&-17%	-1%&13%	0.1	6
- COc1ccc(CN(C)CC(=O)Nc2ccccc2-c2ccccc2)c(OC)c1
    -11%	7%	.	-3	4%	-6%	0%	1.2	.
- c1ccc(-n2ncc3c(NC4CCCC4)ncnc32)cc1
    1%[57.1 µM]	5%	.	2	8%[57.1 µM]	-27%	37%[activator]	0.3	.
- COc1cccc(-c2cnc(OC(C)(C)C)nc2OC(C)(C)C)c1
    2%[57.1 µM]	0%	3.4	8	15%[57.1 µM]	-7%	-2%	1.2	6
- O=C(NC(=S)NNC(=O)c1ccccc1O)c1cccnc1
    -6%[57.1 µM]	5%	.	2	?	-23%	-15%	0.3	.
- COc1ccc(Br)cc1/C=N/NC(=O)CNC(=O)/C=C/c1ccccc1
    -5%	1%	-0.4	7	8%[57.1 µM]	-1%	8%	-0.1	76*
- O=C(COC(=O)c1cccnc1Cl)Nc1nc(-c2ccccc2)cs1
    -12%	-7%	-0.3	-2	-10%	-18%	18%	0.3	9
